CHT PAM – CHT positive allosteric modulators, primary screen, cell-based, membrane potential dye, choline EC20; High affinity choline transporter 1 (Homo sapiens), Q9GZV3; CHT-expressing cells; hits give high values; LV-AA mutant CHT in HEK293 cells; B-score at 10 µM; actives 0.49% (n = 310,000);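 active means initial fluorescence not abnormally high and integrated response B-score, plate-corrected, over 3 SD above library mean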
Target sequence (Q9GZV3 whole entry, looked up): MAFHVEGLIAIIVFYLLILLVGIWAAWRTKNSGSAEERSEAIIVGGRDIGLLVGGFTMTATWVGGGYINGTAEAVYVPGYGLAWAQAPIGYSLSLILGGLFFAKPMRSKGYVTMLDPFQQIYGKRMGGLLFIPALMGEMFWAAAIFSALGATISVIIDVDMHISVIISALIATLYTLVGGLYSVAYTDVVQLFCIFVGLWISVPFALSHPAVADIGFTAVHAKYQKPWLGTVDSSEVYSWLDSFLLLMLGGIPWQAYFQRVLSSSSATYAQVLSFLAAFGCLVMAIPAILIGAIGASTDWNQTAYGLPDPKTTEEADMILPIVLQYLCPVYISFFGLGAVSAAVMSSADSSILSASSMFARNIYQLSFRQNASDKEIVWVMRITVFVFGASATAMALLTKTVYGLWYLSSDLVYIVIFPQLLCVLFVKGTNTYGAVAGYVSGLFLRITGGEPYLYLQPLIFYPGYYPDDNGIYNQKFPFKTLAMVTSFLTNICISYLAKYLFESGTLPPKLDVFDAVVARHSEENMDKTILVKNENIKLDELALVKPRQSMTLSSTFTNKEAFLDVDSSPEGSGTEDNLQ
STK33 kinase inh – inhibitors of purified STK33 kinase, primary screen, biochemical, ADP-Glo luminescence, homogeneous, cell-free | Serine/threonine-protein kinase 33 (Homo sapiens), Q9BYT3 | MBP phosphorylation | inhibition, % at 10 µM | actives 0.073% (n = 320,000) | AID 2661, 2010;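 active means inhibition at or above 25%, using the most active replicate where run in duplicate; inactive means inhibition below 25%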
Target sequence (Q9BYT3 whole entry, looked up): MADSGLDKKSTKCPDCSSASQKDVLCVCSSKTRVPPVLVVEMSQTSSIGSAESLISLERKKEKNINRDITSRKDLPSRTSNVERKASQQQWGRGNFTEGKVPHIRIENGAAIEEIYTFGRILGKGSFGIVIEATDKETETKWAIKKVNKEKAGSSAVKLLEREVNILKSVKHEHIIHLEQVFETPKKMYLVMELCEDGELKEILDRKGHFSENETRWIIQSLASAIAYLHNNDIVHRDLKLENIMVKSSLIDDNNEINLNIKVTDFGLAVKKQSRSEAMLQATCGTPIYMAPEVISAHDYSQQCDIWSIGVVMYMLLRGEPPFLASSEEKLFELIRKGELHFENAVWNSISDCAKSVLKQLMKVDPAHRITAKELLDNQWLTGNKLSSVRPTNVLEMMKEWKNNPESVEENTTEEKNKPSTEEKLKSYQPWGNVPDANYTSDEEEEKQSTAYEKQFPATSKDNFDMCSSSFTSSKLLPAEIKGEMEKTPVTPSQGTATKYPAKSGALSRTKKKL
CHT block – inhibitors of human choline transporter CHT | High affinity choline transporter 1 (Homo sapiens), Q9GZV3 | CHT-expressing cells, membrane potential dye, choline response; hits give low values | B-score at 10 µM | actives 0.86% (n = 310,000);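 active means B-score over 3 SD under the library average, and starting fluorescence ratio not unusually high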;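 further: choline stimulus applied at its EC90 after an EC20 pre-addition; B-score computed on integrated fluorescence ratio after choline addition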
* = called active by the depositor; i = inactive; · = no result given.

The first three records as a preview:
SMILES	CHT PAM	STK33 kinase inh	CHT block
Cn1c(Sc2ccc(Cl)cc2)c(C=O)c2ccccc21	i	0.1	i
O=C(CCc1ccncc1)NC1CCCc2c1cnn2-c1ccc(F)cc1F (stereo not given)	i	0.2	i
COc1cccc(/C(O)=C2/C(=O)C(=O)N(CCN(C)C)C2c2ccc(Br)cc2)c1 (stereo not given)	i	0.5	i

This part in full, repeating the preview:
SMILES	CHT PAM	STK33 kinase inh	CHT block
Cn1c(Sc2ccc(Cl)cc2)c(C=O)c2ccccc21	i	0.1	i
O=C(CCc1ccncc1)NC1CCCc2c1cnn2-c1ccc(F)cc1F (stereo not given)	i	0.2	i
COc1cccc(/C(O)=C2/C(=O)C(=O)N(CCN(C)C)C2c2ccc(Br)cc2)c1 (stereo not given)	i	0.5	i
COc1ccc(OC)c(S(=O)(=O)Nc2ccccc2SC)c1	i	-1.1	i
Cc1cc(=O)[nH]c(SCC(=O)N2CCN(C(c3ccccc3)c3ccccc3)CC2)n1	i	0.2	i
Cc1cc(NC(=O)CCC(=O)N(Cc2ccco2)C(C)(C)C(=O)NC2CCCCC2)no1	i	-1.2	i
CC(C)(C)c1ccc(Cn2nnc3c(=O)[nH]c(C4CCN(C(=O)Cc5cccs5)CC4)nc32)cc1	i	-1.0	i
COc1ccc(CNC(=O)C(C)OC(=O)CN2C(=O)COc3ccccc32)cc1 (stereo not given)	i	-0.7	i
COc1ccc(COC(=O)c2ccc(Cl)c(S(=O)(=O)N3CC(C)OC(C)C3)c2)cc1 (stereo not given)	i	-1.9	i
Cc1ccc(C(=O)Nc2sc(C)c(C)c2C(=O)c2ccccc2)cc1	i	-2.2	i
Nc1ccc2c3c(cccc13)CC2	i	-2.8	i
Cc1ccccc1C(=O)N1c2ccccc2OCC1C(C)(C)C (stereo not given)	i	0.3	i
CC1(C)C(=O)OC(c2cccn2-c2ccc([N+](=O)[O-])cc2)C(C)(C)C1=O (stereo not given)	i	-2.3	i
Cc1cccc2nc(COc3ccc4ccccc4c3Br)cn12	i	0.0	i
O=C(/C=C/c1ccccc1)NCc1ccco1	i	-1.4	i
CC(=O)c1ccc(-n2c(=O)[nH]c(=O)c3c(N)c(C(=O)c4ccc(Cl)cc4)sc32)cc1	i	-3.6	i
CC(C)C[C@H](NC(=O)N1CCn2c1nc1ccccc12)C(=O)NCCc1ccccc1	i	-0.3	i
Cc1ccc(CNC(=O)c2ccc3c(=O)n(CC4CCCO4)c(=S)[nH]c3c2)cc1 (stereo not given)	i	-1.1	i
O=c1cc(CCl)nc2sc3ccccc3n12	i	·	i
CC(C)(C)c1ccc(OCCCn2ccnc2)cc1	i	-2.8	i
CCOc1ccc(NS(=O)(=O)c2ccc(NC(C)=O)c(OC)c2)cc1	i	-1.4	i
Cc1ccc(Cn2c(NC(=O)c3ccco3)nc3ccccc32)cc1	i	-1.3	i
COCCn1c(SCc2cccnc2)nnc1-c1c[nH]c2ccccc12	i	-0.6	i
Cc1ccc(CN(CC(=O)N/N=C/c2ccco2)S(=O)(=O)c2ccc(C)cc2)cc1	i	-3.0	i
COc1ccc(CN(C)C(=O)c2ccc(NS(=O)(=O)c3ccc(C)c([N+](=O)[O-])c3)cc2)c(OC)c1OC	i	0.0	i
COc1ccc(C(=O)Nc2c(C)csc2C(=O)O)cc1	i	0.6	i
Cc1ccc(C)c(NC(=O)C2CC3CCC2C3)c1 (stereo not given)	i	-1.9	i
CC1CCCN(C(=O)CSc2cnc3ccccc3n2)C1 (stereo not given)	i	-2.2	i
CCOc1cc(NC(=S)NCC2CCCO2)c(OCC)cc1NC(=O)c1ccccc1 (stereo not given)	i	0.8	i
O=C(C1=C[C@@H](C2CCCCC2)C[C@@H](OCc2ccc(CO)cc2)O1)N1CCOCC1	i	0.6	i
Cc1cccc(-n2nc3c(c2NC(=O)c2ccco2)CSC3)c1C	i	-0.7	i
O=C1CSc2ccc(S(=O)(=O)NCc3ccccc3)cc2N1	i	-1.1	i
CCn1cc(C(=O)Nc2ccc3c(c2)OCCO3)c2cc(OC)c(OC)cc2c1=O	i	-1.5	i
Nc1c(C(=O)c2ccccc2)sc2nsc(SCCN3CCOCC3)c12	i	-1.2	i
CCCCCN(C(=O)CSc1n[nH]c(-c2ccc(C)cc2)n1)c1c(N)n(CCCC)c(=O)[nH]c1=O	i	1.6	i
CCC(=O)N1CN(S(=O)(=O)c2ccc(C)cc2)CC1C (stereo not given)	i	-0.3	i
CCOP(=O)(OCC)C(NC(=O)c1cccs1)c1ccccc1 (stereo not given)	i	-1.6	i
COc1ccc(Br)cc1CN1CCCC(C(=O)N2CCCCC2)C1 (stereo not given)	i	-0.3	i
O=C(N/N=C/c1ccc([N+](=O)[O-])cc1)c1cccc(N2CCCC2=O)c1	i	0.2	i
Cc1cc(NC(=S)N(CCCN2CCOCC2)Cc2ccco2)ccc1Cl	i	-1.5	i
CS(=O)(=O)c1ccc(Cl)c(NC(=O)c2cc(S(=O)(=O)N3CCOCC3)ccc2N2CCCC2)c1	i	·	i
Cn1nc(C(=O)NCCc2ccc(S(N)(=O)=O)cc2)c2c1-c1ccccc1S(=O)(=O)C2	i	0.0	i
CSc1nc2ccc(NC(=O)c3ccco3)cc2s1	i	2.0	i
Cc1ccc(C(=O)c2cn[nH]c2-c2ccccc2O)cc1	i	0.3	i
C=CCNC(=O)c1onc(CSc2ccc(F)c(F)c2)c1C(=O)NCC=C	i	-0.9	i
Cc1ccc(OCC(=O)OCC(=O)c2c(N)n(C)c(=O)n(C)c2=O)cc1C	i	0.5	i
Cc1c(NC(=O)C(C)OC(=O)CCc2c[nH]c3ccccc23)c(=O)n(-c2ccccc2)n1C (stereo not given)	i	-0.5	i
O=C(NCCCn1ccnc1)C(=O)NCC1OCCN1S(=O)(=O)c1ccccc1 (stereo not given)	i	0.4	i
CCCOC(=O)c1[nH]c2c(c1C)C(=O)CC(c1cc(OC)c(OC)c(OC)c1)C2 (stereo not given)	i	2.3	i
O=C(CCS(=O)(=O)c1cccc2nonc12)N1CC(=O)N(CCc2ccccc2)C(=O)C1	i	-0.1	i
CCCC(=O)Nc1ccc(NC(=O)c2cc3ccccc3o2)c(OC)c1	i	0.8	i
CCOC(=O)c1c(C)[nH]c(N=Nc2ccccc2Cl)c1C	i	-0.6	i
O=C(O)CCCSCC(=O)Nc1ccccc1	i	-0.4	i
COc1cccc(C(=O)C2CCCN(C(=O)c3cccc(C#CC(C)(C)O)c3)C2)c1 (stereo not given)	i	-1.9	i
COc1cc(/C=C2/SC(=S)N(CC(=O)Nc3nc4ccccc4s3)C2=O)cc(OC)c1OC	i	-0.5	i
O=C(NCC1CCCO1)C1CC(=O)N(C2CCCC2)C1 (stereo not given)	i	-1.0	i
O=S(=O)(c1cccc2cccnc12)N1CCCc2ccccc21	i	0.8	i
COc1cc(C(=O)OC2CCCCC2=O)cc(OC)c1C (stereo not given)	i	0.8	i
Cc1ccc(CCNC(=O)C2CCCN2S(=O)(=O)c2ccc3c(c2)CCC(=O)N3)cc1 (stereo not given)	i	-0.9	i
Cc1nn(-c2ccccc2)c(C)c1NC(=O)COC(=O)CCOc1ccccc1	i	-0.2	i

Rewritten as labelled records: part of the list above.
molecule: CCOC(=O)c1c(C)[nH]c(N=Nc2ccccc2Cl)c1C
  CHT PAM = i	STK33 kinase inh = -0.6	CHT block = i

molecule: CCCOC(=O)c1[nH]c2c(c1C)C(=O)CC(c1cc(OC)c(OC)c(OC)c1)C2 (stereo not given)
  CHT PAM = i	STK33 kinase inh = 2.3	CHT block = i

molecule: COc1cc(C(=O)OC2CCCCC2=O)cc(OC)c1C (stereo not given)
  CHT PAM = i	STK33 kinase inh = 0.8	CHT block = i

molecule: COc1cc(/C=C2/SC(=S)N(CC(=O)Nc3nc4ccccc4s3)C2=O)cc(OC)c1OC
  CHT PAM = i	STK33 kinase inh = -0.5	CHT block = i

Going on with the list:
SMILES	CHT PAM	STK33 kinase inh	CHT block
FC(F)(F)c1cc(-c2ccco2)nc2ncnn12	i	0.0	i
CCCCNS(=O)(=O)c1ccc(NS(=O)(=O)c2c(C)cc(C)cc2C)cc1	i	-0.4	i
COc1ccc(-c2cc(-c3n[nH]c(=S)n3-c3cc(OC)ccc3OC)[nH]n2)cc1	i	0.1	i
Cc1ccn2c(Nc3ccccc3)c(-c3ccccn3)nc2c1	i	-2.2	i
CCc1cccc(C)c1NC(=O)COn1nnc2ccc(C(F)(F)F)cc21	i	-3.3	i
CCc1ccc(NC(=O)CCc2c(C)nn(-c3ccc(N4CCCCC4)nn3)c2C)cc1	i	-0.4	i
CCOC(=O)CCC(=O)Nc1ccc(S(=O)(=O)N2CCCC2)cc1	i	-2.0	i
COc1ccccc1NC(=O)NCCCN1CCN(c2cccc(Cl)c2)CC1	i	0.2	i
COc1cc(/C=C2\C(=O)N(c3ccc(NC(C)=O)cc3)N=C2c2ccccc2)ccc1O	i	4.7	i
CC(=O)Nc1ccc(NC(=O)C(C)OC(=O)C2CCN(S(=O)(=O)c3cccs3)CC2)cc1 (stereo not given)	i	-0.2	i
CC(=O)c1ccc(C(=O)N2CCCC(N3CCN(c4ccc(F)cc4)CC3)C2)s1 (stereo not given)	i	-0.2	i
Cc1ccc(C)n1-c1cccc(N)c1	i	-0.8	i
NC(=S)NNC(=O)c1cc(C(F)(F)F)cc(C(F)(F)F)c1	i	1.0	i
CC(=O)CCc1c[nH]c2c(C(=O)O)cccc12	i	-0.9	i
COCCCNC(=O)c1ccc2c(c1)ncn2-c1ccc(C)cc1C	i	0.6	i
CCN(CC)C(=O)C1CCCN(Cc2sccc2C)C1 (stereo not given)	i	-1.3	i
COc1cc(=O)[nH]c(SC(C)C(=O)Nc2nc3c(s2)CCCC3)n1 (stereo not given)	i	0.6	i
Cc1cc2cc(C=O)c(Cl)nc2cc1C	i	-0.7	i
O=C(COc1ccc(Br)cc1)N/N=C1/SCC(=O)N1Cc1ccccc1	i	-0.9	i
Nc1ncccc1OCc1ccc(Cl)c(Cl)c1	i	0.4	i
CN(C(=O)CSc1nnnn1-c1ccc(O)cc1)C1CCS(=O)(=O)C1 (stereo not given)	i	-0.2	i
CCOC(=O)N1CCC(Nc2c(NCCN3CCN(c4ccccc4F)CC3)c(=O)c2=O)CC1	i	-1.0	i
COc1ccccc1-c1cc(C(F)(F)F)nc(N2CCOCC2)n1	i	-1.4	i
O=C(CCCN=C1NS(=O)(=O)c2ccccc21)OCC(=O)N1CCc2ccccc21	i	0.1	i
O=C1OC(c2ccccc2)=N/C1=C/c1cccc(OC(=O)c2cccs2)c1	i	1.7	i
Cc1ccc(N(C(=O)Cc2cccs2)C2C=CS(=O)(=O)C2)cc1Cl (stereo not given)	i	-0.9	i
Cc1nn(CCCC(=O)NCCc2ccccc2)c(=O)c2nn(-c3ccccc3)c(C)c12	i	-0.5	i
COc1cccc(-c2nc(CS(=O)(=O)CC(=O)NCCCN3CCOCC3)c(C)o2)c1	i	-2.0	i
Cc1c(C(=O)O)c(=O)n(-c2ccccc2)n1-c1ccccc1	i	-0.4	i
COc1ccc(OC)c(/C=N/Nc2cc(C)nc(N3CCOCC3)n2)c1	i	-0.7	i
CCOC(=O)c1c(C)[nH]c(C)c1C(=O)COc1ncnc2cc([N+](=O)[O-])ccc12	i	2.8	i
CCOc1ccc(N(CC(=O)N2CCOCC2)S(=O)(=O)c2ccc(SC)cc2)cc1	i	0.0	i
Cn1c(N)c(C(=O)COC(=O)c2ccc3c(c2)C(=O)N(c2ccc(Cl)cc2)C3=O)c(=O)n(C)c1=O	i	-1.8	i
CCOCCc1nnc(NC(=O)C2CC(=O)N(c3ccc(OCC)cc3)C2)s1 (stereo not given)	i	0.2	i
CCOc1ccc(S(=O)(=O)N(CC(=O)N2CCc3ccccc32)Cc2ccco2)cc1	i	-1.1	i
Cc1ccc(S(=O)(=O)N2CCC(=O)N(CCOCc3ccc(F)cc3)CC2)cc1	i	-0.5	-5.9*
COc1cccc(N2CCN(c3ccc4nnc(CCC(=O)Nc5cccc(C(C)=O)c5)n4n3)CC2)c1	i	-0.5	i
Cc1ccc(O)c(NC(=S)NC(=O)COc2ccc(Br)cc2)c1	i	-1.2	i
COc1ccc(NCc2ccc([N+](=O)[O-])s2)cc1	i	-2.6	i
O=C(CN1C(=O)NC2(CCCC2)C1=O)OCCOc1ccc(Cl)cc1Cl	i	·	i
CC/C(=N\NC(N)=O)c1ccc(OC)c(OC)c1	i	-0.5	i
O=C(Nc1ccccc1N1CCN(C(=O)c2ccccc2)CC1)c1ccc(Br)o1	i	9.4	i
CCCOc1ccc(C(=O)N2CCN(c3ccc(N)cc3Cl)CC2)cc1	i	1.3	i
CC(=O)c1cccc(N2C(=NC(=O)CCc3ccccc3)SC3CS(=O)(=O)CC32)c1 (stereo not given)	i	1.1	i
CC1CCCCC1NC(=O)CCCn1c(=S)[nH]c2ccccc2c1=O (stereo not given)	i	-1.2	i
COc1cc(-c2cc(C(=O)NN3CCN(C)CC3)c3ccccc3n2)cc(OC)c1OC	i	-0.5	i
CCCNC(=O)N1CCN(S(=O)(=O)c2ccc(C)c(C)c2)CC1	i	-0.1	i
CC(CC(=O)O)CC(=O)NNC(=O)c1cccc(Br)c1 (stereo not given)	i	0.4	i
CCN1C(=O)CSC1=Nc1ccc(OC)cc1	i	-1.9	i

3 records picked at random from the list so far:
SMILES	CHT PAM	STK33 kinase inh	CHT block
COc1cccc(N2CCN(c3ccc4nnc(CCC(=O)Nc5cccc(C(C)=O)c5)n4n3)CC2)c1	i	-0.5	i
CC/C(=N\NC(N)=O)c1ccc(OC)c(OC)c1	i	-0.5	i
COc1cc(-c2cc(C(=O)NN3CCN(C)CC3)c3ccccc3n2)cc(OC)c1OC	i	-0.5	i

Bioassay records from PubChem.
